SDO1 yeast rescue – growth rescue of sdo1-depleted yeast, primary screen, S. cerevisiae, bone marrow failure model; AID 817, 2007; S. cerevisiae sdo1-depleted JHY4D growth rescue, OD600 30 h; stronger effect = higher value; pdr5 snq2 efflux-pump mutant strain; z-score at 10 µM; 140,000 compounds, 0.21% hits;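 active = z-score above 3 at both the 24 hr and the 30 hr optical density reads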;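 also: z-score against mean and SD of all compound wells on the same plate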
INS promoter inh – inhibitors of insulin promoter-driven GFP, primary screen, imaging, TRM-6 cells (human fetal islet line), eGFP reporter, cell count. 130,000 compounds, 0.9% hits. AID 1273, 2008. reporter expression induced with tamoxifen. inhibition, % at 2 µM;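 active = inhibition above the mean plus 3 SD, with well images judged a real hit on visual review, cut at about 60% in these data, passing the limit was not always enough; inconclusive = inhibition over the cutoff but images rejected on review; inactive = inhibition not above the cutoff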
SDO1 yeast rescue Rescue 24 h – recorded beside SDO1 yeast rescue, whose call it bears; z-score; S. cerevisiae sdo1-depleted JHY4D growth rescue, OD600; measured here: growth rescue at 24 h;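 0 is the plate mean of compound wells and units are plate SD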
Numbers without * were called inactive; i = inactive; ? = inconclusive; / = no result given; & = joins results of further samples. An excerpt (hit frequency here may not be typical).

The first 2 records (preview)
molecule,SDO1 yeast rescue,SDO1 yeast rescue Rescue 24 h,INS promoter inh
CC(OC(=O)c1cccs1)C(=O)NCc1cccs1 (configuration not stated),1.05,0.99,-19.4
CCc1nnc(NC(=O)CCC(=O)NCCc2ccc(OC)c(OC)c2)s1,0.91,-0.5,-6.9

The list itself, repeating the preview:
molecule,SDO1 yeast rescue,SDO1 yeast rescue Rescue 24 h,INS promoter inh
CC(OC(=O)c1cccs1)C(=O)NCc1cccs1 (configuration not stated),1.05,0.99,-19.4
CCc1nnc(NC(=O)CCC(=O)NCCc2ccc(OC)c(OC)c2)s1,0.91,-0.5,-6.9
CC1(C)CC(=O)C2=C(C1)N(Cc1cccnc1)C(=O)C2(NC(=O)c1cccnc1)C(F)(F)F (configuration not stated),0.36,0.42,33.3
Cc1ncsc1CCSc1n[nH]c(=O)n1-c1ccccc1,0.37,0.11,-58.3
CCOC(=O)c1[nH]nc2c1C(=O)N(Cc1ccccc1)C2=O,0.79&-0.25,0.19&-0.98,/
Cc1cnc(C(=O)OCC(=O)Nc2ccc(C)c(S(=O)(=O)N3CCCCC3)c2)cn1,0.38,0.03,/
O=C(Cn1nnc(-c2ccccc2)n1)c1ccccc1,-0.28,-0.11,-12.3
COCCN(C(=O)CSc1nc2nc(C)cc(C)n2n1)c1c(N)n(Cc2ccccc2)c(=O)[nH]c1=O,/,/,-42.9
c1cncc(-c2nc(-c3ccco3)cs2)c1,0.15,-0.37,/
CCC(C)NC(=O)c1ccc(C2SCC(=O)N2Cc2ccccc2)cc1 (configuration not stated),/,/,7.7
CCCC(C(=O)NCc1ccco1)N(C(=O)CNS(=O)(=O)c1ccc(Cl)cc1)C1CCCC1 (configuration not stated),-0.24,-0.3,-28.6
CCCCn1c(=O)n(CC(=O)Nc2ccc(C)c(Cl)c2)c(=O)c2c1ncn2Cc1ccco1,-0.92,0,/
CCCCN1C(=O)Nc2ccccc2S1(=O)=O,0.38,-0.76,-14.3
Cc1oc(-c2cccs2)nc1CS(=O)CC(=O)NCCCN1CC(C)CC(C)C1 (configuration not stated),0.78,0.55,/
COCCCNC(=O)c1cc2c(s1)CS(=O)(=O)C2,0.56,0,13.0
N#CC1(C#N)CC(C=O)=C(N)C1(C#N)CC(=O)C12CC3CC(CC(C3)C1)C2 (configuration not stated),-0.52,-0.89,-20.0
CC(=O)Nc1ccc(C(=O)OCC(=O)NCc2ccc(Cl)cc2)cc1,/,/,21.4
COCCNC(=O)c1ccc(NC(C)=O)cc1,0.7,0.81,-3.2
Cc1cc(NC(=O)c2cnccn2)no1,0.61,-0.41,/
Cc1cc(C)c2c(-n3cccc3)n[nH]c2n1,-0.24,-1.7,/
CC(C)c1ccc(S(=O)(=O)c2cn(Cc3ccc(F)cc3)c3cc4c(cc3c2=O)OCO4)cc1,1.09,0.41,-28.0
CCN(C(=O)c1cn(C)c(=O)c2cc(OC)c(OC)cc12)c1ccccc1C,-0.28,-1.13,81.0*
CCCN(CC(=O)Nc1ccccc1C)C(=O)CCl,/,/,5.0
CCOc1ccc(-c2ccc(/C=C3/C(=N)N4C(C)=CSC4=NC3=O)o2)c([N+](=O)[O-])c1,-0.34,0.87,3.3
COC(=O)c1sc(NC(=O)/C=C/c2ccc(C)cc2)nc1C,1.42,3.68,25.0
CCOc1ccc(NC(C)c2cc(Cl)ccc2O)cc1 (configuration not stated),0.7,1.05,56.8
O=C(c1ccc(=O)[nH]c1)N(Cc1ccco1)C1(C(=O)NC2CCCC2)CCCCC1,0.04,0.94,-29.7
CC(Sc1n[nH]c(N)n1)c1nc2scc(-c3cccs3)c2c(=O)[nH]1 (configuration not stated),0.55,0,-400.0
COCC(=O)Nc1nnc(Cc2ccc(OC)c(OC)c2)s1,0.35,-0.11,54.5
O=C(COC(=O)/C=C/c1ccc(OC(F)F)cc1)Nc1ccc(S(=O)(=O)N2CCCC2)cc1,-0.11,0.08,-20.6
CC(=O)C(Sc1ncnc2c1nnn2-c1ccc(F)cc1)C(=O)N(C)C (configuration not stated),0.63,-0.01,/
CCOC(=O)c1c(C)[nH]c(C(=O)CN2CC(C)OC(C)C2)c1C (configuration not stated),0.36,-0.38,/
Cc1nc2ccccc2n1CC(=O)N/N=C\C=C\c1ccccc1,0.39,-0.12,-4.2
COc1ccc(NC(=O)CN2C(=O)CC(C)(C)S(=O)(=O)c3ccccc32)cc1,-0.09,-0.53,/
O=C(Cn1cc(C(F)(F)F)ccc1=O)Nc1cc(S(=O)(=O)N2CCOCC2)ccc1Cl,0.17,-0.29,10.7
Cc1ccc(-n2nnnc2SCC(N)=O)c(C)c1,0.93,0.26,?
COc1cccc(C2C(C(=O)c3cc4ccccc4o3)=C(O)C(=O)N2CCN(C)C)c1OC (configuration not stated),/,/,0.0
CC(=O)c1cccc(N2C(=NC(=O)C(C)C)SC3CS(=O)(=O)CC32)c1 (configuration not stated),-0.22,-0.95,/
CC1(C)Oc2ccc(C(=O)N3CCCCC3)cc2N(CC(=O)NCc2ccccc2)C1=O,-1.13,-0.8,-24.2
CC(=O)Oc1ccc(C(=O)Cc2ccccn2)c(O)c1,1.02,0.14,/
COc1ccc(OC)c(C(=O)c2ccc(C(=O)O)cc2)c1,1.45,1.35,-36.7
COC(=O)c1sc(NC(=O)C2CCCCC2C(=O)O)c(C(=O)OC)c1C (configuration not stated),0.07,-0.61,/
CCSc1nc2c(cnn2-c2ccc(C)cc2)c(=O)[nH]1,-1.67,-1.28,/
O=C(CCNS(=O)(=O)c1ccc2c(c1)CCC(=O)N2)Nc1ccc2c(c1)OCCO2,1.1,3.23,/
COc1ccc(CNCCCO)cc1OC,2.61,3.55,0.0
CC1=NN(C(=O)c2ccccc2Cl)C(O)(c2cccnc2)C1 (configuration not stated),/,/,50.0
Nc1nc(CSc2nc3ccccc3[nH]2)nc(N2CCOCC2)n1,1.12,1.51,21.6
CCOc1ccc(C(=O)NNC2CC(=O)N(CCc3ccccc3)C2=O)cc1OC (configuration not stated),1.32,0.68,10.8
CCn1c(C)csc1=NC(=O)c1ccccc1O,-0.46,-1.16,/
COc1ccccc1C(=O)Nc1nc(-c2ccc(S(=O)(=O)N3CCOCC3)cc2)cs1,-1.27,-0.42,-6.9
Cc1ccc(C)c(C(=O)COC(=O)c2cc([N+](=O)[O-])ccc2NCCO)c1,-0.94,-1.22,/
O=C(COC(=O)c1n[nH]c2ccccc12)NC(=O)NCc1ccco1,0.2,-0.02,/
CSc1nc(NCc2ccccc2)c2c3c(sc2n1)CN(C)CC3,-0.76,-0.12,10.7
CC1CCCN(CC(O)COC(c2ccccc2)c2ccccc2)C1 (configuration not stated),/,/,-55.6
O=C1c2cccc3cc(Br)cc(c23)C(=O)N1Nc1ccccc1,-1.46,-0.91,/
Cc1ccc2nc(NC(=O)C3CCN(S(=O)(=O)c4cccnc4)CC3)sc2c1,-0.66,-0.64,/
CC(=O)Nc1ccc(S(=O)(=O)CCC#N)cc1,-0.43,-0.66,-7.7
CCN(CC(=O)NCc1cccs1)C(=O)CCc1c[nH]c2ccccc12,/,/,-33.3
COc1cc2c(C(=O)NCc3ccccn3)cn(CC(C)C)c(=O)c2cc1OC,0.67,0.69,/
CCc1ccc(Nc2ccc(C(N)=O)cc2[N+](=O)[O-])cc1,-0.79,-0.93,/

The listing continues:
Every second line gives: SDO1 yeast rescue, SDO1 yeast rescue Rescue 24 h, INS promoter inh
> CCCSc1nc(C)cc(=O)[nH]1
 : 0.31, -0.37, 6.7
> CCN(CC)S(=O)(=O)c1cccc(C(=O)OCc2cc(=O)n3nc(C)sc3n2)c1
 : -0.16, -0.69, -85.7
> CCC(c1nnnn1Cc1ccco1)N(Cc1cc2cc(C)cc(C)c2[nH]c1=O)CC1CCCO1 (configuration not stated)
 : -0.9, -0.71, 60.0
> COC(=O)N/N=C/c1cn(Cc2ccccc2Cl)c2ccccc12
 : -1.38, -1.1, 18.9
> COc1ccccc1NC(=S)NNC(=O)c1cc(C)nn1C
 : 0.56, 0.2, -46.4
> COc1ccc(-c2cc(C(F)(F)F)nc(SCC(=O)NCc3cccs3)n2)cc1
 : -1.78, -1.22, -2.3
> COc1ccc(Cn2nnnc2C(c2cccs2)N2CCN(c3ccccc3)CC2)cc1 (configuration not stated)
 : -1.62, -0.79, 26.9
> COc1ccc2c(c1)-c1ccccc1S(=O)(=O)N2C
 : -0.27, -0.62, 13.9
> COC(=O)C(N)Cc1ccc(O)c(O)c1 (configuration not stated)
 : -0.32, -0.51, 34.4
> Cc1cccn2c(NC(=O)c3cccs3)c(-c3ccccc3)nc12
 : -0.39, 0.1, /
> O=C(Cn1c(-c2cscn2)nc2ccccc21)Nc1cc(F)ccc1F
 : -0.26, -0.38, 27.9
> COc1ccc([N+](=O)[O-])cc1NC(=O)CSc1nccc(C)n1
 : -1.2, -0.93, 3.1
> COC(=O)COc1ccc(S(=O)(=O)N2CCN(c3ccc(OC)cc3)CC2)cc1
 : /, /, 38.5
> CCCCCCN1CC(O)=C(c2ccccc2)C1=N
 : 0.75, 0.87, -43.3
> COc1cccc(N/C=C(\C#N)c2ccc(OCCCF)cc2)c1
 : -0.72, 0.51, 35.7
> COc1ccccc1N1CCN(/N=C/c2cc(OC)c(OC)c(OC)c2)CC1
 : 0.77, 0.55, 35.7
> CC(C)=CC(=O)Nc1ccc2c(c1)OCO2
 : 1.23, 0.87, 59.1
> Cc1ccc(N2CC3=C(C2=O)C(c2ccccc2)NC(=O)N3C)cc1 (configuration not stated)
 : -1.54, -0.67, 37.2
> CC(C)CCNc1nnnc2c1sc1nc(N3CCOCC3)c3c(c12)CC(C)(C)SC3
 : 0.28, 0.59, 50.0
> COc1ccc(CCNc2cc(C)nc3c(-c4ccc(Cl)cc4)c(C)nn23)cc1OC
 : -0.79, -0.74, /
> N#CCCN1CCN(C(CNS(=O)(=O)c2ccc(Cl)cc2)c2ccccc2)CC1 (configuration not stated)
 : 0.98, 0.78, /
> Cc1cccc(OCCOCCSc2ncccn2)c1
 : -0.99, -1.21, 11.5
> O=C(COC(=O)c1cccnc1Nc1ccccc1F)NCc1ccc2c(c1)OCO2
 : -1.2, -0.14, /
> O=C(CN1C(=O)c2cccc3cccc1c23)N1CCc2ccccc2C1
 : -0.57, -0.12, 70.0
> CC(NC(=O)Cn1cnnn1)C12CC3CC(CC(C3)C1)C2 (configuration not stated)
 : 0.01, 0, 15.4
> COC(=O)c1nn(-c2ccccc2)c(=O)cc1Sc1ccc(Cl)cc1
 : /, /, -122.2
> Cc1cccc(NC(=O)NCCN2C(=O)C3C4C=CC(C4)C3C2=O)c1 (configuration not stated)
 : -0.2, 0, /
> O=C(CSc1nnc2c(Cl)cc(Cl)cn12)NC1CCS(=O)(=O)C1 (configuration not stated)
 : -0.22, 0, -26.9
> COc1ccc(CCNC(=O)c2cc(-c3cccs3)on2)cc1OC
 : -0.16, 0.26, -9.7
> CN1CCN(CCCCOc2ccc(F)cc2)CC1
 : 0.08, -0.98, 17.9
> COc1ccc(CCNC(=O)c2ccc3c(SCC(=O)O)c4c(nc3c2)CCCC4)cc1OC
 : /, /, 7.1
> CCN(CC)CCCN1C(=O)C(O)=C(C(=O)c2cc3ccccc3o2)C1c1ccccn1 (configuration not stated)
 : 0.08, -0.71, /
> CC1CCC(NC(=O)c2ccc(NC(=O)c3ccc(=O)[nH]c3)cc2)CC1 (configuration not stated)
 : 0.35, 0.64, 21.9
> CCCOc1ccccc1NC(=O)Nc1ccccc1Cl
 : /, /, -52.4
> c1ccc2c(CNc3ccc(CNc4ncn[nH]4)cc3)cccc2c1
 : -1.1, -0.63, 24.3
> CN(C(=O)c1c(Cl)nc2sccn12)C1CCCCC1
 : 1.61, 3.44, -190.5
> Cc1csc(SCC(=O)Nc2cccc3nsnc23)n1
 : -1.19, -1.06, 60.0
> CCc1ccc(-c2cc(C(=O)Nc3ccc(S(=O)(=O)NC(C)=O)cc3)c3ccccc3n2)cc1
 : 0.54, 0.25, /
> COC(=O)c1nc(NC(=O)c2ccc(Cl)cc2)n[nH]1
 : -0.66, -0.99, /
> COCCNC(=O)C(c1ccc(C)o1)N(CC1CCCO1)C(=O)Cn1nnc2ccccc21 (configuration not stated)
 : 2.17, 1.2, 46.1
> Cc1ccc(C(=O)C[n+]2cccc3cc(C)ccc32)cc1
 : /, /, i
> O=C(Nc1ccccc1N(C(=O)c1ccco1)S(=O)(=O)c1cccs1)c1ccco1
 : -0.09, -0.45, -7.2
> CCOc1cc(NC(=S)Nc2cccc(OC)c2)c(OCC)cc1NC(=O)C(C)C
 : -0.83, 0.14, 10.0

Entries of single compounds, quoted from the list. Values in the order: SDO1 yeast rescue	SDO1 yeast rescue Rescue 24 h	INS promoter inh
Entry for Cc1csc(SCC(=O)Nc2cccc3nsnc23)n1 : -1.19	-1.06	60.0
Entry for COc1ccc(CCNC(=O)c2ccc3c(SCC(=O)O)c4c(nc3c2)CCCC4)cc1OC : /	/	7.1
Entry for CN(C(=O)c1c(Cl)nc2sccn12)C1CCCCC1 : 1.61	3.44	-190.5
Entry for CC1CCC(NC(=O)c2ccc(NC(=O)c3ccc(=O)[nH]c3)cc2)CC1 (configuration not stated) : 0.35	0.64	21.9
Entry for COCCNC(=O)C(c1ccc(C)o1)N(CC1CCCO1)C(=O)Cn1nnc2ccccc21 (configuration not stated) : 2.17	1.2	46.1

Bioassay records (PubChem BioAssay)
